NSD2 block = blocks human NSD2 histone methyltransferase activity | actives 0.07% (n = 44,000) | inhibition, % at 12.5 µM | O96028 | NSD2-SET H3K36me1 DELFIA fluorescence, biochemical; in the data active = inhibition above about 54%, passing the limit was not always enough; inconclusive = no clear call, values can overlap the other calls;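 note: inhibitors reduce the monomethyl H3K36 fluorescence signal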
Target sequence (O96028 whole entry, looked up): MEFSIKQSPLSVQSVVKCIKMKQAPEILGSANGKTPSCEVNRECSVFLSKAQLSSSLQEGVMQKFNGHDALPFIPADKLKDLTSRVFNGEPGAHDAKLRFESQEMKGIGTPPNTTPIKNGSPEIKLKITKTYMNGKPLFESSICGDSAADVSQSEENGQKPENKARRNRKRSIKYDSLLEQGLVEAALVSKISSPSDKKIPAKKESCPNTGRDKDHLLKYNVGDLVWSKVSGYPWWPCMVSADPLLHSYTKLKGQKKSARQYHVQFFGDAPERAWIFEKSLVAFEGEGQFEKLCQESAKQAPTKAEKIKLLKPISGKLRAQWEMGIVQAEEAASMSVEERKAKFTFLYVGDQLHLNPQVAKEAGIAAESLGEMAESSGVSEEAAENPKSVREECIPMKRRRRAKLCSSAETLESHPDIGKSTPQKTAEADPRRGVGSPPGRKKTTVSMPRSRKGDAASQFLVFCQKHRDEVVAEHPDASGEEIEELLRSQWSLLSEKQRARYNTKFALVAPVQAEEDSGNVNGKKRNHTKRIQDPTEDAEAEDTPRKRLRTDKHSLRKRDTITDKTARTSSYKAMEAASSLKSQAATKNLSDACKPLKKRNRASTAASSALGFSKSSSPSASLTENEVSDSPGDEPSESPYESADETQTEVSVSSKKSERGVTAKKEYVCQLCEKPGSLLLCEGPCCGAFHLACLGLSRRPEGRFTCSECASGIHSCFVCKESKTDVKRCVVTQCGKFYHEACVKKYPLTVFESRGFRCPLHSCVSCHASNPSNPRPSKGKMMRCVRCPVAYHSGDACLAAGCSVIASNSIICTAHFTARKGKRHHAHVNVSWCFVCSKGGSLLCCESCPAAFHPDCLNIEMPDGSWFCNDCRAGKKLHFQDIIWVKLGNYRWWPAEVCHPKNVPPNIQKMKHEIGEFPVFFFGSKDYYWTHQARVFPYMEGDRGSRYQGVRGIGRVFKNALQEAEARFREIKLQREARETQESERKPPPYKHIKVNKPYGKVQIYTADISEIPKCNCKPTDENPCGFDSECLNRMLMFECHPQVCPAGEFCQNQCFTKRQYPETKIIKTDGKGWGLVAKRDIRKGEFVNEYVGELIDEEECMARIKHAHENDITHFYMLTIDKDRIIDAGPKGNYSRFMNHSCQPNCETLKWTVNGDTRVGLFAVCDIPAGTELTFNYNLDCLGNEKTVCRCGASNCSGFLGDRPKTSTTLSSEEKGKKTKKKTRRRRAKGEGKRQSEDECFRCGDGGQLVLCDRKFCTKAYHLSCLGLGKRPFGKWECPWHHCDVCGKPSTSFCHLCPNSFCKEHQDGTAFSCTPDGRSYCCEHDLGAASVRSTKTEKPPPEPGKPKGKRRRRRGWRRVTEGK
Active calls of the source: *; i = inactive; ? = inconclusive.

SMILES	NSD2 block
COc1ccccc1C#Cc1ccc2c(c1)O[C@H](CN(C)Cc1ccccc1)[C@@H](C)CN([C@@H](C)CO)S2(=O)=O	-2.0
C[C@H]1CN([C@@H](C)CO)S(=O)(=O)c2ccc(C#Cc3ccccc3)cc2O[C@@H]1CN(C)S(=O)(=O)c1ccccc1F	-2.3
COc1ccc(C#Cc2ccc3c(c2)[C@]2(C(=O)N3)[C@H](C(=O)Nc3nc4ccccc4s3)[C@H]3C(=O)O[C@H](c4ccccc4)[C@H](c4ccccc4)N3[C@@H]2c2ccccc2OCCO)cc1	-3.2
Cc1nc2c(O)cccc2c(=O)[nH]1	-0.6
O=C(C[C@@H]1CC[C@H](NS(=O)(=O)c2ccccc2)[C@@H](CO)O1)NCc1ccncn1	0.4
C[C@@H]1CN([C@H](C)CO)C(=O)c2ccccc2-c2ccccc2CO[C@@H]1CN(C)S(=O)(=O)c1cccs1	6.0
C[C@H]1CN([C@@H](C)CO)C(=O)c2cc(NC(=O)CCC(F)(F)F)ccc2O[C@H]1CN(C)Cc1ccncc1	3.6
C[C@@H]1CN([C@@H](C)CO)S(=O)(=O)c2ccc(Br)cc2O[C@H]1CN(C)C(=O)CC1CC1	3.0
C[C@H](O)C#Cc1cnc2c(c1)C(=O)N([C@H](C)CO)C[C@@H](C)[C@@H](CN(C)C(=O)c1ccccc1)O2	2.5
C[C@H]1CN([C@@H](C)CO)C(=O)c2cccc(NC(=O)CCCCCC(=O)Nc3ccccc3N)c2O[C@@H]1CN(C)C(=O)Nc1ccc2c(c1)OCO2	1.7
Cc1ccc(OC(=O)N(C)C[C@H]2OCc3ccccc3-c3ccccc3C(=O)N([C@@H](C)CO)C[C@@H]2C)cc1	-1.0
C[C@@H](NC(=O)C[C@H]1CC[C@H](NC(=O)c2cccnc2)[C@H](CO)O1)c1ccccc1	0.0
C[C@@H]1CN([C@H](C)CO)C(=O)c2cc(NC(=O)c3ccncc3)ccc2O[C@@H]1CN(C)C(=O)Nc1ccc(F)cc1	-1.9
C[C@H](CO)N1C[C@H](C)[C@H](CN(C)C(=O)Nc2ccc(C(F)(F)F)cc2)OCCCC[C@H](C)Oc2ccc(NC(=O)C3CCCCC3)cc2C1=O	-6.0
CCn1c(=O)n(C2=C(CO)CN(CC3CCCCCCC3)CC2)c2ccccc21	-2.0
CCOc1ccc(-c2nc(C#N)c(NCCCN(CC)CC)o2)cc1	-6.9
C[C@H]1CCCCO[C@H](CN(C)C(=O)c2ccccc2)[C@@H](C)CN([C@@H](C)CO)C(=O)c2cc(NC(=O)Nc3ccc(F)cc3)ccc2O1	-3.2
C[C@@H](NC(=O)C[C@H]1C[C@H]2c3cc(NC(=O)c4cccnc4)ccc3O[C@H]2[C@@H](CO)O1)c1ccccc1	-0.8
C[C@@H]1CN([C@@H](C)CO)S(=O)(=O)c2ccc(-c3cccnc3)cc2O[C@@H]1CN(C)C(=O)NC1CCCC1	-2.0
COc1ccccc1CNC(=O)C[C@@H]1C[C@@H]2c3cc(NS(C)(=O)=O)ccc3O[C@@H]2[C@@H](CO)O1	-0.4
C[C@@H]1CCCCO[C@@H](CN(C)S(=O)(=O)c2ccc(Cl)cc2)[C@H](C)CN([C@@H](C)CO)C(=O)c2cc(NC(=O)Nc3ccc4c(c3)OCO4)ccc2O1	0.7
C=C(C(=O)O[C@H]1C[C@]2(C)C(C(C=O)CC[C@H]2O)[C@H]2OC(=O)C(=C)[C@H]12)C(O)CO (stereo partly drawn)	3.7
C[C@@H]1CN([C@@H](C)CO)C(=O)c2cc(NC(=O)Nc3ccccc3)ccc2O[C@@H]1CN(C)S(=O)(=O)c1ccccc1	0.2
C=C[C@@]1(C)C[C@@]2(OC[C@@]3(C)O[C@@H]23)Oc2c1c(=O)oc1cccc(C)c21	-1.8
C[C@@H]1CN([C@H](C)CO)C(=O)c2cccc(NC(=O)c3nc4ccccc4s3)c2O[C@@H]1CN(C)CC1CC1	2.4
O=C(NO)c1ccc(C(=O)N/N=C/c2ccc[nH]2)cc1	0.4
C[C@H](CO)N1C[C@H](C)[C@H](CN(C)S(=O)(=O)c2ccc(Cl)cc2)Oc2ccc(NC(=O)C3CC3)cc2C1=O	2.3
C[C@@H]1CCCCO[C@@H](CN(C)C(=O)CCCN(C)C)[C@H](C)CN([C@@H](C)CO)C(=O)c2cc(NC(=O)c3ccncc3)ccc2O1	?
CC(C)NC(=O)N(C)C[C@@H]1OCCCC[C@@H](C)Oc2ccc(NC(=O)CCC(F)(F)F)cc2C(=O)N([C@H](C)CO)C[C@@H]1C	-33.9
C[C@@H]1CCCCO[C@H](CN(C)S(=O)(=O)c2ccccc2)[C@H](C)CN([C@H](C)CO)C(=O)c2cc(NC(=O)Nc3cccc4ccccc34)ccc2O1	-1.2

Already shown: an excerpt of the list.
SMILES	NSD2 block
C=C[C@@]1(C)C[C@@]2(OC[C@@]3(C)O[C@@H]23)Oc2c1c(=O)oc1cccc(C)c21	-1.8
C[C@@H]1CN([C@H](C)CO)C(=O)c2cccc(NC(=O)c3nc4ccccc4s3)c2O[C@@H]1CN(C)CC1CC1	2.4
O=C(NO)c1ccc(C(=O)N/N=C/c2ccc[nH]2)cc1	0.4
C[C@H](CO)N1C[C@H](C)[C@H](CN(C)S(=O)(=O)c2ccc(Cl)cc2)Oc2ccc(NC(=O)C3CC3)cc2C1=O	2.3
C[C@@H]1CCCCO[C@@H](CN(C)C(=O)CCCN(C)C)[C@H](C)CN([C@@H](C)CO)C(=O)c2cc(NC(=O)c3ccncc3)ccc2O1	?
CC(C)NC(=O)N(C)C[C@@H]1OCCCC[C@@H](C)Oc2ccc(NC(=O)CCC(F)(F)F)cc2C(=O)N([C@H](C)CO)C[C@@H]1C	-33.9
C[C@@H]1CCCCO[C@H](CN(C)S(=O)(=O)c2ccccc2)[C@H](C)CN([C@H](C)CO)C(=O)c2cc(NC(=O)Nc3cccc4ccccc34)ccc2O1	-1.2

(more compounds)
SMILES	NSD2 block
COc1ccc(NC(=O)N(C)C[C@H]2Oc3c(NS(=O)(=O)c4cccs4)cccc3C(=O)N([C@@H](C)CO)C[C@@H]2C)cc1	5.9
NC(N)=NCc1cccc(I)c1	0.4
Cc1ccc(S(=O)(=O)Nc2ccc3c(c2)C(=O)N([C@@H](C)CO)C[C@@H](C)[C@@H](CN(C)Cc2ccc(C(=O)O)cc2)O3)cc1	0.0
C[C@H]1CN([C@@H](C)CO)C(=O)c2cc(C#Cc3ccccc3)cnc2O[C@H]1CN(C)C(=O)c1ccccc1	-3.8
Cc1noc(C)c1NC(=O)Nc1ccc2c(c1)CC(=O)N([C@H](C)CO)C[C@@H](C)[C@H](CN(C)Cc1ccncc1)O2	4.5
C[C@@H]1CN([C@H](C)CO)C(=O)c2cc(NC(=O)Cc3cn(C)c4ccccc34)ccc2O[C@H]1CN(C)Cc1ccncc1	-2.5
C[C@H](CO)N1C[C@H](C)[C@H](CN(C)C)Oc2cc(C#CC(C)(C)O)ccc2S1(=O)=O	-0.2
CCC(=O)N(C)C[C@@H]1Oc2ncc(-c3ccc(C)cc3)cc2C(=O)N([C@@H](C)CO)C[C@H]1C	-0.4
CNC[C@H]1Oc2ccc(NC(=O)Nc3ccccc3)cc2C(=O)N([C@H](C)CO)C[C@H]1C	3.5
CC(C)NC(=O)N(C)C[C@H]1Oc2ccc(NC(=O)C3CC3)cc2CC(=O)N([C@H](C)CO)C[C@@H]1C	21.8
C[C@H](CO)N1C[C@H](C)[C@@H](CN(C)C(=O)Nc2ccc3c(c2)OCO3)OCCCC[C@H](C)Oc2ccc(NC(=O)Nc3ccc4c(c3)OCO4)cc2C1=O	1.7
C[C@H]1CN([C@@H](C)CO)C(=O)Cc2cc(NS(=O)(=O)c3cn(C)cn3)ccc2O[C@H]1CN(C)Cc1ccccc1	8.9
CC(C)NC(=O)N(C)C[C@H]1Oc2c(NS(=O)(=O)c3ccc(F)cc3)cccc2C(=O)N([C@@H](C)CO)C[C@@H]1C	1.7
CCOc1ccc(N2C(=O)CSC2c2cccc([N+](=O)[O-])c2)cc1 (stereo not drawn)	-3.4
C[C@@H]1CN([C@@H](C)CO)C(=O)Cc2cc(NS(=O)(=O)c3ccccc3)ccc2O[C@@H]1CN(C)C	-0.4
C[C@@H]1CN([C@H](C)CO)C(=O)Cc2cc(NC(=O)C3CC3)ccc2O[C@H]1CN(C)C(=O)NC1CCCCC1	0.8
CC(C)COC(=O)N(C)C[C@@H]1OCc2ccccc2-c2c(n(C)c3ccccc23)C(=O)N([C@H](C)CO)C[C@H]1C	-5.0
C[C@@H]1CN([C@@H](C)CO)C(=O)c2cc(NC(=O)Nc3ccc4c(c3)OCO4)ccc2O[C@@H]1CN(C)Cc1ccc(-c2ccccc2)cc1	i
COc1ccc(NC(=O)Nc2ccc3c(c2)C(=O)N([C@H](C)CO)C[C@H](C)[C@@H](CN(C)C(=O)C2CCCCC2)OCCCC[C@H](C)O3)cc1	3.5
C[C@H]1CN([C@@H](C)CO)S(=O)(=O)c2ccc(-c3ccc(C#N)cc3)cc2O[C@@H]1CN(C)C(=O)CN(C)C	2.3
COc1ccc(S(=O)(=O)N(C)C[C@H]2OCCCC[C@H](C)Oc3ccc(NS(=O)(=O)c4cn(C)cn4)cc3C(=O)N([C@@H](C)CO)C[C@@H]2C)cc1	-7.3
Cc1ccc(S(=O)(=O)Nc2ccc3c(c2)C(=O)N([C@@H](C)CO)C[C@H](C)[C@H](CN(C)CC2CCCCC2)O3)cc1	-0.5
CNC[C@H]1Oc2ncc(C3=CCCC3)cc2C(=O)N([C@H](C)CO)C[C@H]1C	7.9
COC(=O)c1c2oc(c1C(=O)OC)C(=O)N[C@@H](Cc1ccccc1)Cn1cc(nn1)CNC(=O)[C@H](Cc1ccccc1)NC(=O)N[C@@H](CO)CC2	1.7
COc1ccc(NC(=O)N(C)C[C@@H]2Oc3ccc(NC(=O)Cc4ccccc4)cc3CC(=O)N([C@@H](C)CO)C[C@@H]2C)cc1	-11.3
COc1ccc(CNC(=O)C[C@@H]2C=C[C@H](NC(=O)c3ccc4c(c3)OCO4)[C@@H](CO)O2)cc1	4.8
CCC(C)C(O)C(C)(O)/C=C/C1=CC2=C(Cl)C(=O)C(C)(O)C(O)C2CO1 (stereo not drawn)	-4.7
C[C@@H]1CN([C@@H](C)CO)C(=O)c2cc(NC(=O)c3ccncc3)ccc2O[C@H]1CN(C)S(=O)(=O)c1cccs1	-1.7
COC(=O)CCCCCCC(=O)N/N=C/c1ccc(Oc2ccccc2)cc1	1.2
C[C@@H]1CCCCO[C@@H](CN(C)C(=O)CCCN(C)C)[C@@H](C)CN([C@H](C)CO)C(=O)c2cc(NS(=O)(=O)c3cccs3)ccc2O1	20.1
C/C(=C/CCC(CO)C1CCC2(C)C3CCC4C(C)(C)C(OC5OC(CO)C(O)C(O)C5O)CCC45CC35CCC12C)COC1OC(COC2OC(CO)C(O)C(O)C2O)C(O)C(O)C1O (stereo not drawn)	2.1
C[C@H]1CN([C@@H](C)CO)C(=O)c2cc(Br)cnc2O[C@@H]1CN(C)C(=O)C1CCOCC1	3.7
C[C@@H]1CN([C@@H](C)CO)C(=O)c2cc(/C=C/c3ccccc3)cnc2O[C@@H]1CN(C)C(=O)c1cnccn1	0.2
C[C@@H]1CCCCO[C@H](CN(C)C(=O)c2ccncc2)[C@H](C)CN([C@H](C)CO)C(=O)c2cc(N(C)C)ccc2O1	0.4
COC(=O)C1=COC(OC2OC(CO)C(O)C(O)C2O)C2C1C=CC2(O)CO (stereo not drawn)	60.2*
C[C@@H]1CN([C@@H](C)CO)C(=O)c2cc(NS(=O)(=O)c3ccccc3)ccc2O[C@H]1CN(C)S(=O)(=O)c1ccccc1	-5.6
C[C@H](CO)N1C[C@H](C)[C@@H](CN(C)C(=O)Nc2ccc3c(c2)OCO3)Oc2ccc(NS(=O)(=O)c3ccc(Cl)cc3)cc2CC1=O	1.1
COCC#Cc1ccc2c(c1)O[C@@H](CN(C)C(=O)CN(C)C)[C@H](C)CN([C@H](C)CO)S2(=O)=O	-10.3
C[C@H]1CN([C@@H](C)CO)C(=O)Cc2cc(NC(=O)Cn3cnnn3)ccc2O[C@@H]1CN(C)S(=O)(=O)c1cccs1	2.5
CC(C)CC#Cc1cnc2c(c1)C(=O)N([C@@H](C)CO)C[C@@H](C)[C@@H](CN(C)C(=O)NC1CCCC1)O2	3.0
COc1ccc(S(=O)(=O)Nc2cccc3c2O[C@@H](CN(C)C(=O)Nc2cccc4ccccc24)[C@H](C)CN([C@@H](C)CO)C3=O)cc1	-0.2
Cc1noc(C)c1NC(=O)N(C)C[C@@H]1Oc2ccc(NS(=O)(=O)c3cccs3)cc2CC(=O)N([C@H](C)CO)C[C@H]1C	1.4
Cc1ccc(S(=O)(=O)Nc2cccc3c2O[C@@H](CN(C)Cc2ccc(Oc4ccccc4)cc2)[C@@H](C)CN([C@@H](C)CO)C3=O)cc1	-7.4
Cc1ccsc1/C=N/NC(=O)CCCCCCC(=O)NO	15.0
Cc1noc(C)c1NC(=O)Nc1ccc2c(c1)CC(=O)N([C@@H](C)CO)C[C@H](C)[C@@H](CN(C)Cc1ccncc1)O2	-7.5
C[C@@H]1CCCCO[C@@H](CN(C)Cc2ccccc2)[C@H](C)CN([C@H](C)CO)C(=O)c2cc(NS(=O)(=O)c3cccs3)ccc2O1	-1.6
C[C@@H]1CN([C@H](C)CO)C(=O)c2cc(NC(=O)Nc3ccc(F)cc3)ccc2O[C@@H](C)CCCCO[C@H]1CN(C)Cc1ccc2c(c1)OCO2	22.4
C[C@@H]1CN([C@@H](C)CO)C(=O)c2cccc(NC(=O)Nc3ccc(F)cc3)c2O[C@H]1CN(C)C(=O)Nc1ccc(F)cc1	-2.9
C[C@@H]1CN([C@@H](C)CO)C(=O)c2cc(NC(=O)Nc3ccc(C(F)(F)F)cc3)ccc2O[C@H]1CN(C)Cc1ccc(Oc2ccccc2)cc1	-2.7
C[C@H](CO)N1C[C@H](C)[C@H](CN(C)C)Oc2ncc(-c3ccccc3F)cc2C1=O	3.2
C[C@@H]1CN([C@H](C)CO)S(=O)(=O)c2ccc(C#Cc3ccccn3)cc2O[C@H]1CN(C)Cc1ccccc1	2.0

Compound activity (PubChem)

Not all compounds are listed; count on the stated rates, not on these rows.
